Screening results: PubChem, several laboratories
HTRA1 inhibitor – HTRA1 serine protease inhibitors, primary screen, biochemical, fluorescence polarization, HTS. inhibition, % at 5.96 µM. 340,000 tested, 0.5% active. Q92743. recombinant HTRA1, FP-rhodamine activity-based probe; in the data active = inhibition above about 36%;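 also: 0% = enzyme with DMSO and 100% = wells lacking enzyme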
MBD2 inh – inhibitors of MBD2 binding to methylated DNA, primary screen, biochemical, TR-FRET, DNA-binding domain, human. Methyl-CpG-binding domain protein 2 (Homo sapiens), Q9UBB5. MBD2 binding to methylated oligonucleotide. inhibition, % at 4.4 µM. 370,000 tested, 0.31% active. AID 686964, 2013; in the data active = inhibition above about 13%
Target sequence (Q9UBB5 whole entry, looked up, the tested form may be a part): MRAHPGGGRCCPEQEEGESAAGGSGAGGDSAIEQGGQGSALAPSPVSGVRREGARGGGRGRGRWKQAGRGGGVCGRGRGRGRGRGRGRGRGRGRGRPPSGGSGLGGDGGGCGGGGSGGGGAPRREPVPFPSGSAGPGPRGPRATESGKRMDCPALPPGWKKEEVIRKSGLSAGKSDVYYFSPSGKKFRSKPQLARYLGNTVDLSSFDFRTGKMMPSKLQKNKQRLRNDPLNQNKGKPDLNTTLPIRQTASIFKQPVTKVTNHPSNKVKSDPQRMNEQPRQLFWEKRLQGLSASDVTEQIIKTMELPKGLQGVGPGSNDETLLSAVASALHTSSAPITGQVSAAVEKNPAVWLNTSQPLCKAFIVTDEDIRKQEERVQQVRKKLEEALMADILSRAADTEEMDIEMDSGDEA
LEDGF integ inh – blockers of LEDGF/p75-dependent integrase strand transfer – biochemical, TR-FRET, high throughput, primary screen | HIV-1 integrase (with human LEDGF/p75) | TR-FRET IN-LEDGF/p75 DNA integration, Eu/Cy5 | inhibition, % at 3.7 µM | 370,000 tested, 0.64% active | AID 743269, 2014;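 active = inhibition above the screen-wide mean plus 3 SD, cut at about 13% in these data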;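 also: signal is the Cy5 over europium emission ratio at 671 and 618 nm; 0% = plate median of compound wells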
UHRF1 binding – UHRF1 methylated DNA binding inhibitors, primary screen, counter-screen for MBD2 inhibitor project, biochemical, TR-FRET, human UHRF1, single concentration; E3 ubiquitin-protein ligase UHRF1 (Homo sapiens), Q96T88; UHRF1 binding to methylated oligo; inhibition, % at 4.4 µM; 370,000 tested, 0.75% active; AID 687016, 2013; in the data active = inhibition above about 21%;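 also: UHRF1 SRA domain binding a hemimethylated CpG hairpin DNA probe; 0% = median of test compound wells and 100% = reference inhibitor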
PG9 Ab binder – binders of HIV-1 gp120 antibody PG9, primary screen, biochemical, TR-FRET | TR-FRET gp120-PG9 antibody binding | HIV-1 gp120 / PG9 antibody interaction | 360,000 tested, 0.43% active | inhibition, % at 6.7 µM; in the data active = inhibition above about 8.5%
TCR CD3 inh – inhibitors of human TCR-CD3 interaction, primary screen, biochemical, fluorescence, TAMRA-labeled TCR probe. T-cell receptor (TCR). inhibition, % at 9.4 µM. 360,000 tested, 0.37% active. AID 651800, 2012; in the data active = inhibition above about 19%;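 also: recombinant mutant TCR 2C K166C tagged with TAMRA read by polarization; 0% = receptor in buffer alone and 100% = receptor with positive control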
ABHD4 inh – ABHD4 inhibitors, primary screen, biochemical, fluorescence polarization, mouse | 370,000 tested, 0.54% active | purified mABHD4, FP-Rh probe fluorescence polarization | inhibition, % at 8.92 µM | AID 720543, 2013;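 active = inhibition exceeding the mean over every tested compound plus 3 SD, cut at about 30% in these data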;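 also: 0% = plate median of compound wells and 100% = S159A mutant with DMSO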
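Assay system: Wild-type mouse ABHD4 protein | Medium: HEPES pH 7.0 buffer, 150 mM NaCl, 0.01% Pluronic F-127 | Incubation: Enzyme–compound pre-incubation 45 min, then probe 60 min, both 25 °C | Technique: Fluorescence polarization with parallel and perpendicular emission, 525/598 nm | Evaluation: % inhibition of FP-Rh probe binding versus controls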
PRMT1 FP inh – PRMT1 methyltransferase inhibitors, primary screen, biochemical, fluorescence polarization; inhibition, % at 2.79 µM; recombinant PRMT1, activity-based probe fluorescence polarization; 370,000 tested, 1.3% active;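 active = inhibition above about 21% made by adding two undisclosed values, limit read from the data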
NR1D1 modulator – modulators of Rev-erb alpha DNA binding, primary screen, biochemical, FITC-DNA, fluorescence polarization, uHTS | Nuclear receptor subfamily 1 group D member 1 (Homo sapiens), P20393 | Rev-erbα–FITC-DNA binding, 90 min | activity, % at 10 µM | 370,000 tested, 0.79% active;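 active = activity above about 14%, limit read from the data; passing the limit was not always enough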;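 also: 0% = DMSO wells with 35 nM protein and 100% = DMSO wells with 750 nM protein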
Target sequence (P20393 whole entry, looked up): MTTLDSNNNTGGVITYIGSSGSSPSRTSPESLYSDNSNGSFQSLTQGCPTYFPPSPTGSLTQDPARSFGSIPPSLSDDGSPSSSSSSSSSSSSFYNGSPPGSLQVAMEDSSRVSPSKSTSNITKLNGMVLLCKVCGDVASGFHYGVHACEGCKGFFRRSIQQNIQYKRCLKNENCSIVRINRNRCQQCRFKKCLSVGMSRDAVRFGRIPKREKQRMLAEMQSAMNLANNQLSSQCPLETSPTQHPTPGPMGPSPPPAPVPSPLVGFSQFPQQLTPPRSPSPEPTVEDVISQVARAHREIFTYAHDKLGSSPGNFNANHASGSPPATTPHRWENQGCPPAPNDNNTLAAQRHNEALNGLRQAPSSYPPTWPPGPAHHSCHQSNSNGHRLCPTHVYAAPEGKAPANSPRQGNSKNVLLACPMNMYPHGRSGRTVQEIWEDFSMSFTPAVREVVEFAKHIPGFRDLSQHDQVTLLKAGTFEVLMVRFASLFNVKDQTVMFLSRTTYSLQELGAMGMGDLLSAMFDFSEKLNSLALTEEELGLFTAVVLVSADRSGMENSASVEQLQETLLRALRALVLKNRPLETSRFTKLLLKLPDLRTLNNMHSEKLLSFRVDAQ
rCAG binder – binders of r(CAG) RNA repeats, primary screen, biochemical, fluorescence; inhibition, % at 3 µM; 370,000 tested, 1.3% active; r(CAG) RNA repeat, TO-PRO-1 dye displacement fluorescence; AID 651821, 2012;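 active = inhibition above the plate cutoff, the mean of all test compounds on that plate plus 3 SD, cut at about 35% in these data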;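 also: 0% = DMSO alone and 100% = 100 µM mitoxantrone as full dye displacement; higher means more dye released from RNA so lower well fluorescence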
* hit, by the source's call; nt = not tested or not shown. This is a subset. The share of hits here may be higher or lower than overall.

SMILES	HTRA1 inhibitor	MBD2 inh	LEDGF integ inh	UHRF1 binding	PG9 Ab binder	TCR CD3 inh	ABHD4 inh	PRMT1 FP inh	NR1D1 modulator	rCAG binder
Cc1ccc(C)c(C(=O)CN2C(=O)NC3(CCC(C)CC3)C2=O)c1 (stereo unspecified)	-12	-2	1	-3	-0.6	4	2	-1	-5	-2
CCN1C(=O)Cc2cc(S(=O)(=O)NCCc3ccccc3)ccc21	-17	-2	1	-2	2.3	-1	-6	1	-3	16
COCc1cc(N2CCN(C(=O)OC(C)(C)C)C[C@@H]2C)ccc1N1CC[C@@H](O)C1	nt	-2	7	-3	1.0	12	32*	50*	3	11
COc1ccccc1NS(=O)(=O)c1ccc(NC(C)=O)cc1	-3	1	6	-2	-3.3	-1	-6	2	-1	5
COc1ccc(NC(=O)COc2coc(CN3CCN(c4ccccc4)CC3)cc2=O)cc1	-1	-2	-2	3	-0.2	4	-2	1	-3	5
CC(=O)[C@@]1(O)CC[C@H]2[C@@H]3C[C@H](C)C4=CC(=O)C=C[C@]4(C)[C@@]3(F)[C@@H](O)C[C@@]21C	7	-1	2	1	-0.7	6	10	-2	-1	0
Cc1ccc(S(=O)(=O)NC(=O)Nc2ccc(C)cc2C)cc1	3	4	-2	2	-1.6	-4	3	1	-2	-2
COc1ccc(C(CNC(=O)CCNS(=O)(=O)c2ccc(Br)cc2)N2CCOCC2)cc1 (stereo unspecified)	-4	3	1	-1	-0.2	1	-5	-3	2	1
CCOC(=O)C(=CNc1ccc2c(c1)nnn2-c1ccc(Cl)cc1)C(=O)OCC	-4	1	-6	2	-1.9	1	7	-2	-5	0
CC(C)C[C@H](NC(=O)OC(C)(C)C)c1nnc(SCc2ccccc2)o1	-10	-5	2	-2	0.6	4	0	-2	-1	-9
CC(=O)C[C@@H](O)CC(=O)[C@@H]1OC(=O)[C@H](C)C/C=C\Cc2ccccc21	-1	-5	-1	-1	-1.6	2	-2	2	0	1
O=C(CN(c1ccccc1)S(=O)(=O)c1ccccc1)Nc1ccc(F)cc1	-6	-1	-3	2	1.1	-1	-5	1	4	0
COc1ccc(C2C(C(=O)N3CCN(c4ccccc4)CC3)c3ccccc3C(=O)N2C)cc1 (stereo unspecified)	-5	1	-6	6	0.9	-5	-5	2	-1	-1
O=Cc1ccc(-n2cccn2)cc1	1	3	1	-1	1.4	-3	1	-2	6	-2
C=CCOc1ccc(C=CC(=O)c2c(O)c(OC)c(OC)c(OC)c2OC)cc1	-11	0	-4	3	1.0	-5	4	2	-6	2
O=c1[nH]ncc(NCc2ccc(Cl)cc2)c1Cl	7	2	3	6	-1.8	3	2	0	-2	2
O=C(CN1CCN(S(=O)(=O)c2ccc(Br)cc2)CC1)N/N=C/c1cccnc1	8	-1	-1	-1	-1.1	2	-6	-4	1	-2
O=CNc1ccc2c(c1)Cc1cc([N+](=O)[O-])ccc1-2	-3	-7	1	-13	-1.9	2	5	-1	-3	7
CCOc1ccc(Br)cc1S(=O)(=O)N1CCCC1	-5	-5	0	-2	-2.5	7	-6	-6	4	-3
CC(=O)N1CCN(S(=O)(=O)c2cccc(C(=O)OCC(=O)NCc3ccccc3Cl)c2)CC1	12	1	4	4	-1.1	-4	-13	-4	-7	1
O=C(Nc1ccccc1)N1CCCN(Cc2c(F)cccc2Cl)CC1	6	0	1	-3	-0.9	-3	-1	0	1	-7
Cc1cccc(N2CCN(C(=O)c3cc4c(=O)n(C)c5ccccc5c4n3C)CC2)c1C	0	3	-2	0	-0.8	-3	-1	0	0	4
CCC1(CC)NC(=O)N(CC(=O)OCc2nc3cc(C(=O)OC)ccc3c(=O)[nH]2)C1=O	-6	1	2	-2	-4.5	0	7	0	-2	4
CCCCOC(=O)n1c(SCC(=O)N(CC)CC)nc2ccccc21	-15	-2	3	0	-3.4	0	-5	0	-5	-6
CCC(C)(C)n1nnnc1C(c1ccccc1)N1CCc2ccccc2C1 (stereo unspecified)	-3	1	2	-2	0.8	0	5	-3	2	1
O=C(CNS(=O)(=O)c1cccs1)Nc1ccc2c(c1)OCCO2	3	2	3	-3	1.7	2	-1	-2	4	3
CCN(CC)S(=O)(=O)c1ccc2oc(C(=O)NCc3ccc(C)cc3)c(C)c2c1	-79	2	-4	3	-1.1	1	-8	3	-8	3
CCN1C(=O)[C@@H]2[C@@H](c3ccc(-c4ccc(Cl)c(Cl)c4)c(OC)c3)N3CCCC[C@@]3(C(=O)OC)[C@@H]2C1=O	-7	0	-4	1	0.8	-8	2	3	2	10
CSc1ccc(CN2C(=O)NC3(CCCCCC3)C2=O)cc1	-7	-4	8	3	-3.2	-7	-12	-1	5	0
COC(=O)[C@H](CC(C)C)NC(=O)Cn1cnc(C(=O)Nc2ccc(C)c(C)c2)n1	3	-4	-1	-2	-0.8	6	-1	-1	3	-1
Cc1ccc(Cc2ccc(C(=O)NNC(N)=S)o2)cc1	6	3	-6	3	-0.2	-5	2	5	1	0
Cc1[nH]c2ccccc2c1/C=N/Nc1ccc([N+](=O)[O-])cc1	21	-13	2	-7	-1.2	-28	-7	-2	22*	56*
COc1ccc(CN2CCCC(C(=O)c3ccc(SC)cc3)C2)cc1Cn1cccn1 (stereo unspecified)	-12	-3	-3	0	-0.9	-7	4	3	4	-6
C=CCN1N=C(/C=C/c2ccccc2)CCC1=O	-2	-2	-5	-1	-1.3	4	-2	-1	-1	-5
O=C(O)COc1ccc(/C=N/n2c(COc3ccccc3)nc3ccccc3c2=O)cc1	-2	0	-2	0	-1.2	-9	2	2	8	0
O=C(CN1C(=O)S/C(=C\C=C\c2ccccc2)C1=O)NC1CCS(=O)(=O)C1 (stereo unspecified)	1	3	-2	-1	-4.8	8	6	3	2	8
O=C(CCNC(=O)c1ccccc1)OCN1C(=O)c2ccccc2C1=O	2	-2	-1	4	-0.7	-10	4	4	1	2
CC(=O)Nc1ccc(-c2csc(NC(=O)Cc3cccc(F)c3)n2)cc1	-23	3	1	0	-0.4	-1	-6	2	-4	10
O=C(CN1CCN(C2CCCCC2)CC1)c1ccc2cc[nH]c2c1	-5	-3	0	-2	-0.4	-2	3	2	-1	6
COc1ccc(S(=O)(=O)N2CCCCC2)cc1NC(=O)c1ccccc1	5	-4	1	-2	-0.1	-5	3	-2	-4	0
CC(Nc1nc2ccccc2n2cnnc12)c1ccccc1 (stereo unspecified)	-5	5	-3	1	-3.1	6	-2	-1	5	-4
O=C(c1ccc(Cl)c([N+](=O)[O-])c1)N(Cc1ccco1)C1CCS(=O)(=O)C1 (stereo unspecified)	-1	-7	0	0	-1.0	6	0	-1	0	-1
Cc1cc(C(F)(F)F)nc(Nc2nc(C)c3ccccc3n2)n1	2	6	-1	-3	-0.2	-8	11	4	-3	-2
CCOc1ccccc1-n1c(COc2ccccc2)nnc1SCC(N)=O	0	0	-4	1	-1.0	4	9	-1	-1	-6
COc1cc(OC)c(N(C)S(=O)(=O)c2cccc(C(=O)OCC(=O)N(C)Cc3ccccc3)c2)cc1Cl	-28	3	3	-1	0.3	-4	-6	0	4	5
CCc1ccc(NC(=O)C2=CC(c3ccc(OC)cc3)=NS(=O)(=O)N2C)cc1	-47	2	1	-1	-0.2	-4	-77	2	-2	11
N#CC(=NCc1cccnc1)C1=C(O)c2ccccc2C1=O	6	2	-4	0	-1.2	-11	4	5	-4	-3
O=C(NC1CCCC1)[C@@H]1CCCN1C(=O)[C@@H](NC(=O)N1CCOCC1)c1ccccc1	nt	-5	6	-3	-0.3	6	-4	-6	-1	2
Cc1ccc(NC(=O)C2CCN(c3cnccn3)CC2)cc1C	-3	-7	7	-1	-0.6	-3	-1	-2	5	-2
COc1ccc(Nc2nc(N3CCN(C)CC3)nc3ccccc23)c(OC)c1	2	-1	-1	-1	-1.7	0	-1	-5	9	-6
COc1cc(NS(C)(=O)=O)cc(OC)c1OC	-2	2	4	-3	-0.5	8	3	-4	-4	-1
Cc1ccc(C(=O)NCC(=O)N2CCCN(C)CC2)cc1C	3	6	-5	11	2.0	-9	7	1	-4	1
CCOC(=O)N1CCC(c2cc(=O)n3[nH]c(C)c(-c4ccc(F)cc4)c3n2)CC1	-1	-1	-4	1	-0.8	-4	5	3	3	31
NC(=O)c1ccc(NC(=O)CCC(=O)c2cccs2)cc1	6	-4	4	2	-2.5	9	6	2	-2	11
NC(=O)c1nnn(-c2ccc([N+](=O)[O-])cc2)c1-c1ccccc1	-7	1	2	2	-3.4	7	-1	-4	0	0
CCNC(=O)C1(C)CCCN(Cc2cc3ccccc3o2)C1 (stereo unspecified)	nt	5	2	-1	-1.3	1	1	-2	-2	0
COC(=O)c1sc2nc3c(cc2c1N)C(=O)CC(C)(C)C3	0	0	1	1	-1.8	-1	2	7	70*	0
CCSC(=O)CCCCCCCCCCCO	-10	0	-7	-1	-0.9	-3	-12	-1	2	-8
CCn1c(SCC(=O)Nc2ccc(OC)cc2)nc2c1c(=O)n(C)c(=O)n2C	2	7	2	0	3.1	-2	-3	2	3	-1
CC1=C(C(=O)OCc2ccccc2)C(c2cccc(Br)c2)NC(=O)N1 (stereo unspecified)	-20	1	-1	-2	1.1	1	-7	0	-4	-2
Next part.
SMILES	HTRA1 inhibitor	MBD2 inh	LEDGF integ inh	UHRF1 binding	PG9 Ab binder	TCR CD3 inh	ABHD4 inh	PRMT1 FP inh	NR1D1 modulator	rCAG binder
Cc1csc(N(C)C(=O)CSc2nnc(COc3cccc4ccccc34)o2)n1	-7	-2	3	4	-2.9	-2	-4	0	-2	1
C[C@@H]1CN([C@H](C)CO)C(=O)CCCn2cc(nn2)CO[C@H]1CN(C)C(=O)Nc1ccc(N2CCCCC2)cc1	nt	-1	1	-2	-2.6	-5	-1	3	3	9
Cc1c(C(=S)NC(=O)C2CC2)c(=O)n(-c2ccccc2)n1C	-7	-4	0	-3	-0.4	10	2	6	-1	-11
Cc1ccc(NS(=O)(=O)c2cccc(C(=O)NCC(c3cccs3)N3CCOCC3)c2)cc1 (stereo unspecified)	-1	1	-3	1	-0.4	5	3	5	-6	4
O=C(Nc1ccsc1C(=O)O)c1ccccc1Cl	1	0	-1	0	-0.9	3	-1	0	3	2

Part of the list above in a different format.
> Cc1c(C(=S)NC(=O)C2CC2)c(=O)n(-c2ccccc2)n1C
  HTRA1 inhibitor: -7	MBD2 inh: -4	LEDGF integ inh: 0	UHRF1 binding: -3	PG9 Ab binder: -0.4	TCR CD3 inh: 10	ABHD4 inh: 2	PRMT1 FP inh: 6	NR1D1 modulator: -1	rCAG binder: -11

> Cc1ccc(NS(=O)(=O)c2cccc(C(=O)NCC(c3cccs3)N3CCOCC3)c2)cc1 (stereo unspecified)
  HTRA1 inhibitor: -1	MBD2 inh: 1	LEDGF integ inh: -3	UHRF1 binding: 1	PG9 Ab binder: -0.4	TCR CD3 inh: 5	ABHD4 inh: 3	PRMT1 FP inh: 5	NR1D1 modulator: -6	rCAG binder: 4
